# RORa activator – activates the human nuclear receptor RORA | AID 560 | activation, % at 10 µM | P35398 | CHO-K1 Gal4-RORA LBD luciferase reporter, luminescence; percent increase over mock-subtracted basal signal | 1.5% of 65,000 active;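 active = activation above the mean of all tested compounds plus 3 SD, cut at about 49% in these data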;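 note: 0% = DMSO-treated RORA cells and 100% = added signal equal to DMSO minus mock-transfected cells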
# Autofluor 339 – intrinsic fluorescence of library compounds, ex339/em460 – biochemical, MLSMR library, data from DPM-DC assay, artefact control, profiling panel | 5.5% of 65,000 active | compound autofluorescence, ex339/em460 nm, NADH buffer; stronger effect = higher value; 1 = no-compound wells, NADH background | fluorescence fold increase at 10 µM;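 active = at 10 µM, mean starting fluorescence two-fold or more over control wells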;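 note: signal is the first read of a kinetic run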
# SF-1 act – SF-1 (human) activation | AID 522 | 1.9% of 65,000 active | CHO-K1 Gal4-SF-1 LBD luciferase reporter; % increase over DMSO SF-1-specific signal | activation, % at 10 µM | Q13285;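 active = activation above the mean activation of all tested compounds plus 3 SD, cut at about 50% in these data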
#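 Material: Transient Gal4-SF-1 LBD reporter, CHO-K1 | Input: 4,000 cells/well | Dosing: One dose, 10 µM compound, 1% DMSO | Incubation: 20 h compound treatment, 37 °C | Detection: SteadyLite luciferase luminescence | Evaluation: Percent activation relative to DMSO median and mock-transfected background | Benchmarks: DMSO-treated SF-1-transfected cells as negative, DMSO-treated mock-transfected cells lacking SF-1 as background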
# Ecoli tolC – E. coli tolC mutant growth inhibition; 2.2% of 65,000 active; growth inhibition, % at 10 µM (by protocol); E. coli BW25113 tolC mutant growth, OD615; AID 573;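 active = growth inhibition at or above a cutoff equal to the mean over every tested compound plus 3 SD, cut at about 60% in these data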;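 note: growth measured after 20 h incubation at 37 °C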
#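 Test system: E. coli BW25113 ΔtolC::kan bacteria | Medium: Kanamycin-containing LB broth (50 µg/mL) | Dosing: One dose of 10 µM final | Times: 20 h incubation with compound, 37 °C | Detection: Optical density read at 615 nm | Read-out basis: Percent growth inhibition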
# M1 ag – agonists of M1 muscarinic receptor; B-score at 10 µM; AID 626; CHO-M1 cells, Fluo-4 calcium fluorescence, agonist mode; stronger effect = higher value; 3% of 64,000 active;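 active = fluorescence rise, raw or as B-score row- and column-corrected plate score, outside the 99.7% band of its plate's samples, either direction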
# TNAP act mid DEA – human TNAP activation, intermediate phosphate acceptor. P05186. purified TNAP, CDP-star luminescence, 100 mM DEA, 30 min; stronger effect = higher value; scale: 0 levamisole-inhibited, 1 vehicle-only enzyme. activation factor at 20 µM. 64,000 tested, under 10 active;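 active = activation factor of at least 2 at 20 µM, relative to controls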
# M1 antag – M1 muscarinic receptor (rat) antagonism. AID 628. P08482. CHO-M1 cells, Fluo-4 calcium, ACh EC80 antagonist mode; stronger effect = lower value. B-score at 10 µM. 3.4% of 64,000 active;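 active = calcium fluorescence response, raw or row-and-column corrected B-score, differing from the plate sample mean either way at a set confidence level, mostly lower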
# Ec RNAP inh – Escherichia coli RNA polymerase inhibition; 0.2% of 62,000 active; inhibition, %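 (tested at 10 µM)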; E. coli RNA polymerase, fluorescence transcription assay; AID 559; P0A8V2; in the data active = inhibition above about 20%;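 note: 0% = enzyme without compound and 100% = no enzyme blank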
# Target sequence (P0A8V2 whole entry, looked up): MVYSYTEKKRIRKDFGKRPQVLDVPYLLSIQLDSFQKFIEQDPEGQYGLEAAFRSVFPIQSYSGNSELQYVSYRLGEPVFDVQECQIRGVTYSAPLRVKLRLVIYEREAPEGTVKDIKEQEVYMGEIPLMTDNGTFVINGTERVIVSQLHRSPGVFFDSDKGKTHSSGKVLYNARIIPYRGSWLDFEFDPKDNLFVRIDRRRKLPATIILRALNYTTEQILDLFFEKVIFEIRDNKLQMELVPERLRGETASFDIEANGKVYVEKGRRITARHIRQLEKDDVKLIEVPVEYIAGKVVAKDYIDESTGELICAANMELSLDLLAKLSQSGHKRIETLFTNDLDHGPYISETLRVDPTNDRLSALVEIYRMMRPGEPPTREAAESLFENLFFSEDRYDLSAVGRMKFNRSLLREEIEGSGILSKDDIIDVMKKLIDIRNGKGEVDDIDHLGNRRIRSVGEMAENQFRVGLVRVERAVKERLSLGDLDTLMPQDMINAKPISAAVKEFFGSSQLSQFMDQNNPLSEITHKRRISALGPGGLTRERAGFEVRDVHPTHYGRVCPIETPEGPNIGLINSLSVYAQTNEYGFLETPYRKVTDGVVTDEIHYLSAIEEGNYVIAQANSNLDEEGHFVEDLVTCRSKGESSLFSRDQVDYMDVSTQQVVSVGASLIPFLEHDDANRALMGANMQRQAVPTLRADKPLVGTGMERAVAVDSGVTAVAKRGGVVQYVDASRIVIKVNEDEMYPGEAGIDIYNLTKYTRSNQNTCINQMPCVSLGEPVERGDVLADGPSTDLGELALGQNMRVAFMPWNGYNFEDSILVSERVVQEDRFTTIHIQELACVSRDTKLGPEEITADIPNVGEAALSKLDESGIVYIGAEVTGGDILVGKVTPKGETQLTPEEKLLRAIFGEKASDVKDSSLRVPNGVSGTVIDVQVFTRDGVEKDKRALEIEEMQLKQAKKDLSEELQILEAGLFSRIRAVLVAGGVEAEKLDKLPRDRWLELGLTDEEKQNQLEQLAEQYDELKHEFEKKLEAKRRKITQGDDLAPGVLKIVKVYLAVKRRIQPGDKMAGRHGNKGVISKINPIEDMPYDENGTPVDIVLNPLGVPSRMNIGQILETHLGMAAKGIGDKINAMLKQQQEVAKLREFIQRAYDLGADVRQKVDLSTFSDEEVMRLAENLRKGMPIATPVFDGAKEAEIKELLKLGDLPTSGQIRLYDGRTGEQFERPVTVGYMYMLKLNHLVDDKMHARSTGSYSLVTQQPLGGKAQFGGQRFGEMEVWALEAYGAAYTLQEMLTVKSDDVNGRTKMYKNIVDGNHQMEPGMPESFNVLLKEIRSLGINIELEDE
# NADH enzymes – inhibitors of enzymes used to reach an NAD/NADH endpoint | AID 774 | IC50, µM (series often up to 10 µM), for inactives: at the highest dose inhibition | 0.02% of 65,000 active | coupled PK/LDH NADH assays, four targets;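 active = single-dose screening hits from any of four coupled enzyme assays that gave an IC50 when retested across doses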;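 note: the DPM-DC format reads NADH fluorescence rather than 340 nm absorbance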
# Numbers without * were called inactive; / = no result given; [ ] = dose if it differs, or a comment. Only part of the results is shown. The share of hits here may be higher or lower than overall.
SMILES,RORa activator,Autofluor 339,SF-1 act,Ecoli tolC,M1 ag,TNAP act mid DEA,M1 antag,Ec RNAP inh,NADH enzymes
COC(=O)c1c(N)n(Cc2ccc(OC)cc2)c2nc3ccccc3nc12,14,3.7*,5,3,-1.4,0.9,0.11,-27,3%[fluoresces]
OC1(CN2CCOCC2)C2CC3CC(C2)CC1C3 (configuration not stated),-18,1.1,-5,-2,-0.79,0.9,-0.13,-5,8%
CC(C)OC(=O)c1c(N)n(Cc2ccco2)c2nc3ccccc3nc12,27,2.3*,10,8,5.2,1,-0.65,-37,16%[fluoresces]
CC(=O)C1C2c3ccccc3OC1(C)N=c1s/c(=C/c3cnn(C)c3)c(=O)n12 (configuration not stated),-4,1,-5,-1,0.14,0.9,0.033,2,5%
CC1(c2ccccc2)NCCN2C(=O)CSC21 (configuration not stated),7,1.1,9,3,-0.31,0.9,0.043,5,1%
O=C(Cn1cnc2sc3c(c2c1=O)CCCC3)NCCC(=O)N1CCC2(CC1)OCCO2,-9,1.1,9,-3,-0.0077,0.9,-0.0027,-1,1%
Oc1cc2c(cc1CN1CCN(c3ccccc3)CC1)CCC2,-17,1.1,-13,1,0.022,0.9,-0.23,13,0%
Nc1c(C(=O)OCC2CCCO2)c2nc3ccccc3nc2n1Cc1cccs1 (configuration not stated),21,2.1*,9,32,0.16,0.9,0.38,-13,8%[fluoresces]
COc1ccc(CCn2c(O)c(C=NCc3ccc4c(c3)OCO4)c(=O)[nH]c2=O)cc1OC,-8,1.1,16,15,0.15,0.9,0.065,9,8%
CCCCCn1c(=O)c(C(=O)NCc2ccccn2)c(O)c2ccccc21,-23,1.1,-2,8,-0.7,0.9,-0.0019,3,8%
N=c1sc2c(n1Cc1ccccc1)CCCC2,-22,1,1,-3,1.1,0.9,-1.3,-1,7%
O=c1c2ccccc2nc(CN2CCOCC2)n1-c1ccccc1F,-21,1.1,-3,-2,-0.34,1,0.61,0,2%
O=C(c1ccc(CNS(=O)(=O)c2ccccc2)cc1)N1CCC2(CC1)OCCO2,2,1,3,-19,0.41,1,-0.31,3,7%
CC12CNCC(C)(CNC1)C2O (configuration not stated),-18,1.1,2,-11,0.72,1.3,0.35,6,10%
O=C(c1ccccc1)c1cn(CC(=O)N2CCCC2)c2ccccc12,-16,1,-19,-9,0.2,1,0.02,3,3%
CN(C)CP(=O)(O)CN(C)C=O,-17,1.1,2,-17,-0.0084,0.9,-0.3,8,9%
Cc1cccc(-n2c(-c3ccco3)nc3ccccc3c2=O)n1,-11,0.99,1,12,-0.56,0.9,-0.048,-10,3%
COc1ccc(OCC(=O)N2CCN(CC3CC4C=CC3C4)CC2)cc1 (configuration not stated),-15,1.1,2,-2,-1.6,0.9,-1,18,5%
C=COCCn1c(C)c(C(=O)OCC)c2cc(O)ccc21,-4,1.1,2,-6,-0.55,0.9,-0.49,3,5%
C=CCOC(=O)COc1cc(C)cc2oc(=O)c3c(c12)CCC3,12,2.4*,4,3,0.85,0.9,-0.65,2,3%[fluoresces]

# Rewritten with values under each structure: entries from further up.
# The line under a structure holds: RORa activator	Autofluor 339	SF-1 act	Ecoli tolC	M1 ag	TNAP act mid DEA	M1 antag	Ec RNAP inh	NADH enzymes
CC12CNCC(C)(CNC1)C2O (configuration not stated)
  -18	1.1	2	-11	0.72	1.3	0.35	6	10%
COc1ccc(CCn2c(O)c(C=NCc3ccc4c(c3)OCO4)c(=O)[nH]c2=O)cc1OC
  -8	1.1	16	15	0.15	0.9	0.065	9	8%
C=COCCn1c(C)c(C(=O)OCC)c2cc(O)ccc21
  -4	1.1	2	-6	-0.55	0.9	-0.49	3	5%

# In the list so far, these have a furan ring, fused or not:
SMILES,RORa activator,Autofluor 339,SF-1 act,Ecoli tolC,M1 ag,TNAP act mid DEA,M1 antag,Ec RNAP inh,NADH enzymes
CC(C)OC(=O)c1c(N)n(Cc2ccco2)c2nc3ccccc3nc12,27,2.3*,10,8,5.2,1,-0.65,-37,16%[fluoresces]
Cc1cccc(-n2c(-c3ccco3)nc3ccccc3c2=O)n1,-11,0.99,1,12,-0.56,0.9,-0.048,-10,3%

# Only TNAP act mid DEA and Ec RNAP inh (2 entries from above):
canonical_smiles	TNAP act mid DEA	Ec RNAP inh
Oc1cc2c(cc1CN1CCN(c3ccccc3)CC1)CCC2	0.9	13
Nc1c(C(=O)OCC2CCCO2)c2nc3ccccc3nc2n1Cc1cccs1 (configuration not stated)	0.9	-13

# Next records follow:
SMILES,RORa activator,Autofluor 339,SF-1 act,Ecoli tolC,M1 ag,TNAP act mid DEA,M1 antag,Ec RNAP inh,NADH enzymes
Cc1oc(-c2ccccc2F)nc1CS(=O)CC(=O)N1CCC2(CC1)OCCO2 (configuration not stated),0,1.1,-1,-10,0.73,1,-0.28,6,6%
CC12CC(c3ccccc3O1)C(C(=O)OCc1ccccc1)C(=O)N2 (configuration not stated),9,1.1,11,-5,-0.66,/,1.7,/,6%
Fc1cccc(F)c1CN1CCN(Cc2c(F)cccc2F)CC1,22,1.1,-13,18,/,0.9,/,6,2%
Cn1c(O)c(C=NCCOc2ccc(Cl)cc2)c(=O)n(C)c1=O,9,1.1,-11,5,-1.7,0.9,0.07,7,7%
O=C1C2CCCN2C(c2ccc(Cl)c(Cl)c2)N1c1ccccn1 (configuration not stated),1,1,1,-13,-0.027,0.8,0.33,15,1%
CCCCn1c(O)c(C=NCCCN(CC)CC)c(=O)[nH]c1=O,4,1.1,-4,-24,-1,0.9,-0.19,4,1%
CC1(C)CN=C(Nc2ccc(F)c(F)c2)S1,-2,1,-2,11,0.79,0.9,0.44,5,5%
CCCCNC(=O)c1c(N)n(CCCOC)c2nc3ccccc3nc12,-3,2.4*,-9,22,-1.3,0.9,0.17,-15,1%[fluoresces]
O=c1c2cc(Cl)cc(Cl)c2nc(CN2CCOCC2)n1-c1ccccc1F,-17,1.1,-14,18,1.3,0.9,-0.23,4,7%
CC(C)Cc1[nH]c(=O)c(C#N)c2c1CCC2,-12,2.3*,-1,13,-0.44,0.9,0.053,-10,5%[fluoresces]
O=c1[nH]c(=O)n(C2CCCCCC2)c(O)c1C=NC1CCN(Cc2ccccc2)CC1,-8,0.87,-20,4,-1.1,0.9,-0.96,/,8%
CC[N+]1(C)CCCC(OC(=O)C(O)(c2ccccc2)c2ccccc2)C1 (configuration not stated),-12,0.99,5,9,0.43,0.9,-11*,8,2%
CCC1(CC)C(=O)NC(=NCCc2c[nH]c3ccccc23)NC1=O,-6,1,-7,-19,-0.069,0.9,0.98,5,4%
COCCOC(=O)C1=C(N)Oc2c(c(=O)oc3ccccc23)[C@@]12C(=O)Nc1ccccc12,-3,1,19,14,0.17,0.9,1.8,2,3%
C=CCN1C(=O)NC(=O)C(Cc2ccc(OC)c(OC)c2)C1=O (configuration not stated),-5,1.1,-1,-9,0.11,1,0.98,9,1%
CC(=NCCO)c1c(O)n(C)c(=O)n(C)c1=O,-20,1.1,0,17,-1.5,0.9,1.9,-3,0%
CC(=O)OC1(c2ccc(C)cc2)CN2CCC1c1ccccc12 (configuration not stated),-10,1.1,8,10,-0.67,0.9,0.52,9,5%
CC(C(=O)c1c[nH]c2ccccc12)N1CCc2ccccc2C1 (configuration not stated),-12,1.1,-9,7,0.13,1,-0.55,3,4%
CC(C)N1CC=C(c2c[nH]c3ccccc23)CC1,-11,1.1,-2,-25,-0.88,0.9,0.55,0,6%
O=C(Cn1cc(C(=O)c2ccccc2F)c2ccccc21)NCc1ccco1,-7,1.1,22,-18,-0.22,0.9,0.43,8,5%
Cc1ccc(N2C(=O)NC(=O)C3(Cc4ccccc4N4CCN(c5ccccc5)CC43)C2=O)cc1 (configuration not stated),16,1.1,14,12,0.93,0.9,0.74,8,8%
CCC(=NCCOc1ccc(Cl)cc1)c1c(O)n(C)c(=O)n(C)c1=O,-30,1.1,-13,22,11*,1,-1,-1,3%
O=C(c1ccco1)C12CN3CN(CN(C3)C1)C2,-12,1.1,12,3,0.31,0.9,-0.2,8,2%
C=Cn1ccnc1P(=S)(c1ccn(C)c1)c1nccn1C=C,-5,1.1,-1,-7,1.1,0.9,-0.11,6,4%
CCOC(=O)N(c1ccccc1)P1(=S)OCC(C)O1 (configuration not stated),-20,1.1,-5,-18,/,0.9,/,4,2%
COC(=O)c1ccccc1-n1c(C)nc2ccccc2c1=O,-13,1.1,-3,-5,-1.5,0.9,0.15,5,4%
C=CCn1c(O)c(C(C)=Nc2ccc(N(CC)CC)cc2)c(=O)[nH]c1=O,15,0.97,48,-12,-0.27,0.7,-0.56,-1,2%
CCN1c2nc3c(C)cccn3c(=O)c2CC2(C(=O)N(C)C(=O)N(C)C2=O)C1C (configuration not stated),-12,1.2,-18,-1,-0.38,0.8,1,8,4%
CCOC(=O)C(O)(c1ccc(N(CC)C(=O)OC)cc1)C(F)(F)F (configuration not stated),-14,1,-7,6,-0.0055,0.9,-0.94,17,3%
C=CCn1c(O)c(C(=O)CCCCCC)c(=O)[nH]c1=O,-4,1.1,-15,57,0.32,1,1.3,3,2%
O=c1[nH]c(=O)n(CCC2=CCCCC2)c(O)c1C=NCCCn1ccnc1,-4,1.1,-4,-11,-1.5,1,-0.75,10,3%
COCCOC(=O)c1c(N)n(Cc2ccc(OC)cc2)c2nc3ccccc3nc12,24,3.9*,18,22,-0.1,0.8,-1.5,-25,9%[fluoresces]
CC(C)(C)C(O)C(Oc1ccc(Cl)cc1)n1cncn1 (configuration not stated),-13,1,-20,6,0.44,1,0.18,9,5%
OCC12COC3c4ccccc4C(OC1)N32 (configuration not stated),23,1,-8,-24,-0.24,0.9,0.8,7,2%
C[N+]1(C)CCc2cc3c(cc2[C@H]1[C@@H]1OC(=O)c2c1ccc1c2OCO1)OCO3,-2,1,-13,8,0.25,1,0.068,3,5%
CCCCOC(=O)C1=C(N)OC2=C(C(=O)CCC2)[C@]12C(=O)N(C)c1ccccc12,-8,1.1,-16,11,0.008,0.9,0.63,2,7%
O=C1CC(N2CCC(n3c(=O)[nH]c4ccccc43)CC2)C(=O)N1c1ccc(F)cc1 (configuration not stated),-20,1,-3,1,1.9,0.8,-1.6,8,4%
Cc1ccccc1-c1nc(CS(=O)CC(=O)N2CCC3(CC2)OCCO3)c(C)o1 (configuration not stated),-6,1.1,-13,-14,0.03,0.9,2.4,3,4%
Cc1ccc2c(c1)CC1(CN2C)C(=O)NC(=O)N(c2ccc(C)c(C)c2)C1=O (configuration not stated),4,1.1,31,52,-0.92,0.9,0.28,-4,0%
O=C(CN1C(=O)CN=C(c2ccccc2)c2ccccc21)NCc1ccco1,1,1,-6,-17,-0.7,0.8,-0.93,0,3%
CCc1sc(C(=O)N2CCC3(CC2)OCCO3)cc1Br,-5,1,6,2,-1.2,0.9,1.2,-5,3%
CN1C(=O)N(C)C(=O)C2(Cc3c(ccc4ccccc34)N(C)C2)C1=O,4,1.1,-1,13,-0.42,0.9,-0.022,9,4%
Nc1c(C(=O)NCc2ccco2)c2nc3ccccc3nc2n1Cc1ccc(F)cc1,9,2.2*,-13,19,0.18,1,-0.026,1,4%[fluoresces]
Cc1cccc(N2C(=O)NC(=O)C3(Cc4cc(C)ccc4N(C)C3)C2=O)c1 (configuration not stated),-11,1.1,-4,42,-0.68,0.9,0.014,7,3%
O=P(C(c1ccc2c(c1)OCO2)N1CCOCC1)(N1CCOCC1)N1CCOCC1 (configuration not stated),5,1.1,3,-18,-0.14,1,0.19,4,3%

# Screening results as filed in PubChem.
